# SENP6 inh – SENP6 protease inhibitors, primary screen, biochemical, luminescence, uHTS | Sentrin-specific protease 6 (Homo sapiens), Q9GZR1 | Recombinant SENP6 catalytic domain, aminoluciferin luminescence | inhibition, % at 10 µM | actives 1.8% (n = 330,000) | AID 2599, 2010;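 active = inhibition above about 50% at the single tested dose, limit read from the data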;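 also: plate controls were DMSO wells with enzyme for no effect and DMSO wells lacking enzyme for full effect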
# Target sequence (Q9GZR1 628-1112 limits assumed): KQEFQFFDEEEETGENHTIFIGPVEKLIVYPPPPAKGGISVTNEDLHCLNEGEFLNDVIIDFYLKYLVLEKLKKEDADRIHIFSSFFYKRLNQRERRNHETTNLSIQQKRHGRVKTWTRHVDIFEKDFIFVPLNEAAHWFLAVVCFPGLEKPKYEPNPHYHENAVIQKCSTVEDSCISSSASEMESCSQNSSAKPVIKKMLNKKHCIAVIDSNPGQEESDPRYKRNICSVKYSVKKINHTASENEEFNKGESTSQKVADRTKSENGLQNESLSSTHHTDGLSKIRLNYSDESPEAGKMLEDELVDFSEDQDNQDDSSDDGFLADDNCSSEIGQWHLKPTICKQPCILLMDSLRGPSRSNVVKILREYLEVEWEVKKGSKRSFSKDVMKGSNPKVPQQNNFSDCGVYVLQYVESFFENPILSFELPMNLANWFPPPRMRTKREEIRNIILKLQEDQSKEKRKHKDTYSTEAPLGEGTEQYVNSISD
# NR3A LBD binder – binders of NR3A ligand-binding domain, primary screen, biophysical, differential scanning fluorimetry, uHTS | Glutamate receptor ionotropic, NMDA 3A (GRIN3A) ligand-binding domain | NR3A LBD differential scanning fluorimetry, Tm shift; 0% = protein alone, 100% = glycine-bound protein | Tm shift relative to glycine control, % at 25 µM | actives 2.5% (n = 340,000) | AID 1259313, 2017;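 active = melting temperature shift of at least 10% of the positive control shift, at one fixed dose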
# SENP8 block – human SENP8 protease inhibitors, primary screen, biochemical, fluorescence, Nedd8 protein substrate, uHTS. actives 0.64% (n = 360,000). AID 602440, 2012. recombinant SENP8. inhibition, % at 20 µM. Sentrin-specific protease 8 (Homo sapiens), Q96LD8; in the data active = inhibition mostly above about 40%, no sharp cut-off; inactive = mostly below about 27%
# Target sequence (Q96LD8 whole entry, looked up): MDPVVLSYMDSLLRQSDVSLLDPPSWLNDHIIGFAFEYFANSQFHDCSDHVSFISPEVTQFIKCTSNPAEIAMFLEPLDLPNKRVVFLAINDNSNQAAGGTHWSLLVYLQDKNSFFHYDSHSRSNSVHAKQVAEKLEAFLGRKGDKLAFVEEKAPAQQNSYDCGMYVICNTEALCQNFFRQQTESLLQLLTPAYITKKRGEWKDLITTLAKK
# PfG6PD inh – PfG6PD enzyme inhibitors, primary screen, biochemical, fluorescence intensity, uHTS | glucose-6-phosphate dehydrogenase-6-phosphogluconolactonase (Plasmodium falciparum 3D7) | PfGluPho enzyme, NADPH resazurin-diaphorase fluorescence | inhibition, % at 20 µM | actives 0.78% (n = 350,000) | AID 504690, 2011;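 active = inhibition reaching at least a set limit at 20 µM in the primary screen, cut at about 59% in these data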;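 also: 0% = DMSO wells with substrate and 100% = DMSO wells lacking glucose-6-phosphate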
# MPTP inh – mitochondrial permeability transition pore inhibitors, primary screen, biochemical, isolated mouse mitochondria, absorbance; Ca2+ swelling absorbance, 30 min; actives 1.4% (n = 360,000); inhibition, % at 10 µM; AID 602449, 2012;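 active = inhibition of 50% or more, scaled per plate between neutral and stimulator controls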;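 also: 0% = DMSO wells given calcium and 100% = 1 mM EGTA wells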
# ATG4B inhibitor – ATG4B protease inhibitors, primary screen, biochemical, fluorescence, uHTS. Cysteine protease ATG4B (Homo sapiens), Q9Y4P1. ATG4B cleavage of LC3-PLA2, NBD-HPC fluorescence, 1 h. inhibition, % at 8.33 µM. actives 0.51% (n = 340,000); in the data active = inhibition above about 40%
# HKDC1 inhibitor – HKDC1 hexokinase inhibitors, primary screen, biochemical, fluorescence, uHTS; actives 0.16% (n = 340,000); recombinant HKDC1, G6PDH/diaphorase resazurin coupled fluorescence; Q2TB90; inhibition, % at 20 µM;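 active = inhibition above about 35% when tested at 20 µM, limit read from the data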;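 also: plate controls were DMSO wells with enzyme for no effect and DMSO wells lacking enzyme for full effect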
#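 Material – in-house recombinant HK5 (HKDC1) enzyme · Quantity – HKDC1 at 5 µg/mL · Buffer or medium – pH 8.0 Tris buffer with 10 mM MgCl2 · Reagent – glucose with 1 mM ATP · Dosing – single 20 µM dose · Times – reaction time 90 min, room temperature, protected from light · Technique – resorufin fluorescence at 613 nm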
# SENP7 block – SENP7 protease inhibitors, primary screen, biochemical, luminescence, uHTS; recombinant SENP7, Z-RLRGG-aminoluciferin luminescence, 40 min; actives 1.5% (n = 330,000); Sentrin-specific protease 7 (Homo sapiens), Q9BQF6; inhibition, % at 5 µM;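 active = inhibition above about 50% at the single test dose, limit read from the data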;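 also: plate controls were DMSO with enzyme for no effect and no enzyme buffer wells for full effect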
# Target sequence (Q9BQF6 706-1050 limits assumed): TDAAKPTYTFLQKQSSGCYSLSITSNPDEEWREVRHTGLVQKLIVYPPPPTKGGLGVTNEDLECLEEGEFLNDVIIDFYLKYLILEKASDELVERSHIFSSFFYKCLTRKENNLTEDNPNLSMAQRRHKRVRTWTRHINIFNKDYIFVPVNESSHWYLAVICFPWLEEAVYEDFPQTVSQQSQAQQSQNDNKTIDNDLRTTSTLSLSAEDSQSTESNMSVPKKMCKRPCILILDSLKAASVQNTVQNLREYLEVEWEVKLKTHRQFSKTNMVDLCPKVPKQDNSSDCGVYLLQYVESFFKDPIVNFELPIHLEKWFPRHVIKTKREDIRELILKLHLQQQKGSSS
# Numbers without * were called inactive; nt = not tested or not shown. Rows were taken by chance, and some 6.9% of all compounds hit somewhere here.
SMILES,SENP6 inh,NR3A LBD binder,SENP8 block,PfG6PD inh,MPTP inh,ATG4B inhibitor,HKDC1 inhibitor,SENP7 block
O=c1c(-n2cncn2)c[nH]n1-c1cccc(Cl)n1,7,1,32,7,0.7,-7,-7,7
COc1ccc(N(CC(=O)Nc2ccc(C(N)=O)cc2)S(=O)(=O)c2ccc(C)c([N+](=O)[O-])c2)cc1,-14,-5,16,0,-0.3,-9,1,-2
COc1cccc(NC(=O)CN(C)C(=O)c2ccccc2OCc2c(C)noc2C)c1,-4,2,11,-6,0.2,2,0,19
Cc1ccc(C(=O)COC(=O)COc2ccccc2O)cc1C,-9,2,27,9,0.1,-4,-2,-16
OCCNc1nc2ccc(Cl)cc2[nH]1,7,2,9,3,-1.4,8,11,5
CCn1nc(C)c(CN2CCC(C(=O)Nc3cccc(-c4cccc(Cl)c4)c3)CC2)c1C,-19,-4,9,4,16,1,2,11
CN(Cc1cccc(F)c1)C(=O)c1ccc2c(=O)n3c(nc2c1)CCC3,-5,2,-14,3,-0.9,-5,-4,1
O=c1cc(N/N=C/c2ccccc2)[nH]c(=O)[nH]1,33,1,24,5,-0.6,-2,9,3
COc1cc(/C(C)=N/N2CCN(c3ccccc3OC)CC2)ccc1O,13,1,11,5,0.7,-6,0,5
CC(CN1CCCCC1)OC(=O)COc1ccc(Br)cc1 (centres undefined),-5,-1,4,-2,-1.0,-1,1,-3
Cc1ccc(S(=O)(=O)N2CCN(C(=O)CC(C)n3nc(C)c(Cl)c3C)CC2)cc1C (centres undefined),2,0,8,-4,1.0,-3,-1,-1
Cc1ccc(S(=O)(=O)N(C)C)cc1NC(=O)CN1C(=O)NC(Cc2c[nH]c3ccccc23)C1=O (centres undefined),0,1,10,10,2.5,-6,-8,4
S=C1NCC(c2ccccc2)S1 (centres undefined),nt,-4,10,11,-2.0,19,1,nt
COC(=O)c1[nH]c2c(c1C)C(=O)CC(c1ccc(OC)cc1)C2 (centres undefined),0,1,13,3,-0.2,-5,0,-6
O=C(CN(Cc1ccccc1F)C(=O)c1ccco1)NCc1ccc(F)cc1,-16,5,10,0,-1.7,-1,1,-2
CCOn1c(=O)c(=O)n(O)c2ccccc21,-7,6,10,3,-1.7,6,-5,-10
O=C(Nc1ccc(Cl)c(Cl)c1)Nc1ccccc1O,-3,466*,5,26,98*,9,2,97*
c1ccc(OCCCc2nc(-c3cccnc3)no2)cc1,-16,-14,11,10,0.1,-4,-11,4
O=C(Nc1ccc(S(=O)(=O)Nc2ncccn2)cc1)c1ccccc1Cl,9,-3,4,-20,-0.4,8,-6,4
CCOC(=O)c1ccc(NC(=O)CSc2nnc(Cn3c(=O)sc4ccccc43)n2C)cc1,-10,1,-4,40,-3.2,9,-8,-5
Cc1ccc(S(=O)(=O)N2CCN(C(=O)CN3CCCC3)C2)cc1,7,1,13,-14,0.8,-1,-8,1
C=CC[C@H](CC(=O)N(CCO)Cc1ccccc1)C(=O)N[C@H](C)COC(=O)[C@@H](CC=C)Cc1ccc(F)cc1,-7,0,9,12,0.6,-20,-1,8
Cc1ccc(NC(=O)c2ccoc2C)cc1C,92*,-419,16,6,0.8,7,-13,97*
CC(NC(=O)OC(C)(C)C)C(=O)Oc1cc2oc(=O)cc(-c3ccccc3)c2cc1Cl (centres undefined),-3,-4,-266,-45,7.4,-3,18,4
Fc1ccc(C2CC(c3ccc(F)cc3)n3ncnc3N2)cc1 (centres undefined),-9,2,12,10,1.7,-6,1,-2
CCOc1ccc(NS(=O)(=O)c2ccc(OC)c(NC(=O)c3ccc4c(c3)OCCO4)c2)cc1,14,2,12,7,1.9,-18,16,6
CC(C)(C)C(=O)NC(=S)NNC(=O)c1ccc(-c2ccccc2)cc1,-3,-9,-25,-22,94*,-8,-16,-3
O=C(NCC1CCCCC1)C1(CC2CC(c3cccc(Br)c3)=NO2)CCNCC1 (centres undefined),-3,7,15,10,0.4,8,-4,5
O=C(O)C1CCCCC1C(=O)NCCc1c[nH]c2ccccc12 (centres undefined),-9,-1,7,12,0.7,1,-7,-7
OC(CN1CCCCC1)Cn1c2ccc(Cl)cc2c2cc(Cl)ccc21 (centres undefined),-26,-9,9,17,-1.1,2,2,-9

# Some of these compounds in order of the SENP7 block value, largest number first.
compound	SENP6 inh	NR3A LBD binder	PfG6PD inh	MPTP inh	ATG4B inhibitor	HKDC1 inhibitor	SENP7 block
O=C(Nc1ccc(Cl)c(Cl)c1)Nc1ccccc1O	-3	466*	26	98*	9	2	97*
Cc1ccc(S(=O)(=O)N2CCN(C(=O)CC(C)n3nc(C)c(Cl)c3C)CC2)cc1C (centres undefined)	2	0	-4	1.0	-3	-1	-1
CC(C)(C)C(=O)NC(=S)NNC(=O)c1ccc(-c2ccccc2)cc1	-3	-9	-22	94*	-8	-16	-3

# (listing goes on)
SMILES,SENP6 inh,NR3A LBD binder,SENP8 block,PfG6PD inh,MPTP inh,ATG4B inhibitor,HKDC1 inhibitor,SENP7 block
Cc1cc(=O)oc2cc(NC(=O)c3cccc(S(C)(=O)=O)c3)ccc12,7,-1,-305,12,-1.2,-3,5,-1
CCc1nnc(NC(=O)C2CC(=O)N(C3CCCCC3)C2)s1 (centres undefined),-16,1,3,-16,1.1,8,-2,-12
O=C(NCc1nnc2c3ccccc3c(-c3ccccc3)nn12)c1ccc(Cl)cc1,-3,-9,-21,10,13,42*,14,1
CC(C)(C)c1ccc(OCCC(=O)NCCc2ccc(S(N)(=O)=O)cc2)cc1,-2,-29,4,4,0.0,-6,-2,-7
Cc1ccc(S(=O)(=O)NC(C(=O)Oc2cc3oc(=O)cc(C)c3cc2Cl)C(C)C)cc1 (centres undefined),-1,1,-386,21,-11,-5,8,-11
COCCN(C(=O)COc1ccccc1C#N)c1c(N)n(Cc2ccccc2)c(=O)[nH]c1=O,-10,1,-1,4,-1.6,-13,3,0
O=C(Nc1ccc(NC(=O)c2cccs2)cn1)c1ccccc1,64*,14*,5,5,-0.8,-4,-1,67*
S=c1[nH]c2cnc(Cl)nc2[nH]1,nt,-3,-1,33,1.2,2,-4,nt
COc1ccc(S(=O)(=O)NCC(=O)Nc2ccc(F)cc2)cc1,6,7,4,2,-0.6,1,-4,5
CCCC12CN3CC(C)(CN(C1)C3c1ccc3c(c1)OCO3)C2=O (centres undefined),1,1,18,6,0.6,4,-4,0
CCN(CC)c1ccc(NC(=O)Nc2ccc(C(C)=O)cc2)cc1,30,4,10,40,49,10,-1,-2
COc1cc(/C=C/C(=O)c2ccc([N+](=O)[O-])o2)ccc1O,-18,-6,28,77*,8.5,4,34,0
Cc1cc(C2=NNC(=Nc3ccccc3)SC2)c(C)n1C,5,2,2,35,0.5,-5,-32,6
Cc1ccc(N(CCC#N)C(=O)COC(=O)C2CCN(S(=O)(=O)c3ccc(C)c(C)c3)CC2)cc1,-4,-1,5,7,-2.0,-14,0,-6
CCCNC(=O)Nc1nccs1,-3,0,6,-7,-0.1,-2,-6,-4

# Quoted from the listing.
# `CCn1nc(C)c(CN2CCC(C(=O)Nc3cccc(-c4cccc(Cl)c4)c3)CC2)c1C` – MPTP inh: 16
# `S=c1[nH]c2cnc(Cl)nc2[nH]1` – MPTP inh: 1.2
# `CCOC(=O)c1ccc(NC(=O)CSc2nnc(Cn3c(=O)sc4ccccc43)n2C)cc1` – MPTP inh: -3.2
# `C=CC[C@H](CC(=O)N(CCO)Cc1ccccc1)C(=O)N[C@H](C)COC(=O)[C@@H](CC=C)Cc1ccc(F)cc1` – PfG6PD inh: 12
# `O=C(O)C1CCCCC1C(=O)NCCc1c[nH]c2ccccc12` (centres undefined) – SENP7 block: -7

# (cont.)
SMILES,SENP6 inh,NR3A LBD binder,SENP8 block,PfG6PD inh,MPTP inh,ATG4B inhibitor,HKDC1 inhibitor,SENP7 block
COc1cc(C(=O)NC2CC(C)(C)NC(C)(C)C2)cc(OC)c1OC,12,2,17,-2,-1.4,1,-17,4
O=C1C(Cl)=C(Nc2cccc(O)c2)C(=O)N1Cc1ccccc1,3,-7,26,-4,0.4,13,-5,1
O=C(O)C1(Nc2ccccc2Cl)CCCC1,nt,-4,8,2,-1.3,-8,-7,nt
CC(NCc1ccc(N(C)C)cc1)C1CC2CCC1C2 (centres undefined),-5,1,16,-1,2.0,-3,-3,-7
Cc1c(N2C(=O)/C(=C\c3ccc(N(C)C)cc3)N(C)C2=S)c(=O)n(-c2ccccc2)n1C,nt,-1,34,33,13,-3,-1,nt
CCOc1cc(/C=C2/SC(=S)NC2=O)ccc1OC(=O)c1ccco1,3,-2,20,-24,3.6,6,7,4
CN(C)CCN1C(=O)C(O)=C(C(=O)c2cc3ccccc3o2)C1c1ccc(N(C)C)cc1 (centres undefined),-19,0,-2,4,0.1,-8,2,-9
C[C@H]1C=C(C(=O)NCc2nc3ccccc3[nH]2)O[C@@H](OCCCCO)C1,-12,1,4,-1,-2.3,5,-3,-10
CCN(CC)CCn1c(N)c(S(=O)(=O)c2ccccc2)c2nc3ccccc3nc21,-14,-3,-410,6,-0.5,-6,-1,-7
COc1ccc(CC(=O)NC2CCS(=O)(=O)C2)cc1 (centres undefined),-7,1,7,25,0.8,1,-8,-1
COc1ccc(Cl)cc1NC(=O)[C@@H]1CCCN1C(=O)c1cccs1,-11,-1,-3,4,-0.8,6,-12,0
C/C(=N\Nc1nc(C)cc(-c2ccccc2)n1)c1ccc(O)cc1,15,-1,14,-18,1.1,4,4,-1
CCOc1cccc(C(=O)Nc2cccc(-c3nnc(-c4ccccc4)o3)c2)c1,-5,3,11,6,14,-1,4,5
O=C(Cc1ccccc1[N+](=O)[O-])OCC(=O)N1CCN(c2ccccc2)CC1,-4,-2,-9,-4,-1.1,6,-4,-8
COc1ccc(Cl)cc1NC(=O)CNc1ccccc1F,nt,-6,2,4,0.7,31,-1,nt
NC(=O)c1ncn([C@@H]2O[C@H](CNCc3cnc(N4CCOCC4)s3)[C@@H](O)[C@H]2O)n1,nt,-2,21,-10,-0.1,2,-4,nt
O=C(O)c1ccc(Nc2nc(-c3cccnc3)cs2)cc1,15,0,-10,-2,-0.6,6,-4,15

# Single records, from the list above:
# NC(=O)c1ncn([C@@H]2O[C@H](CNCc3cnc(N4CCOCC4)s3)[C@@H](O)[C@H]2O)n1 reads SENP6 inh: nt; NR3A LBD binder: -2; SENP8 block: 21; PfG6PD inh: -10; MPTP inh: -0.1; ATG4B inhibitor: 2; HKDC1 inhibitor: -4; SENP7 block: nt
# O=C(O)c1ccc(Nc2nc(-c3cccnc3)cs2)cc1 reads SENP6 inh: 15; NR3A LBD binder: 0; SENP8 block: -10; PfG6PD inh: -2; MPTP inh: -0.6; ATG4B inhibitor: 6; HKDC1 inhibitor: -4; SENP7 block: 15
# CCOc1cc(/C=C2/SC(=S)NC2=O)ccc1OC(=O)c1ccco1 reads SENP6 inh: 3; NR3A LBD binder: -2; SENP8 block: 20; PfG6PD inh: -24; MPTP inh: 3.6; ATG4B inhibitor: 6; HKDC1 inhibitor: 7; SENP7 block: 4

# Screening data: PubChem, Sanford-Burnham Center for Chemical Genomics
